ERG-DNA inh = inhibitors of human ERG Ets domain-DNA interaction; P11308; fluorescence polarization, His-ERG Ets domain / labelled DNA; Potency, µM (highest dose often 76.9 µM), for the others: top-dose FP activity, negative = inhibition, hits mostly inhibitors; 370,000 tested, 0.028% active; AID 624246; active means well fitted inhibition curve with a large enough effect in the polarisation, with a control signal flat; inconclusive means small, poorly fitted or top-dose-only effect, or effect the other way, or a change in a side signal; inactive means no such curve, though single readings can be large or run the other way; the % refers to the polarisation;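 further: polarization taken with two DNA probes labelled with fluorescein and Texas red; potency means the concentration at half of the fitted maximal effect; % of control where 0% means no effect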
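His-tagged ERG Ets domain (1 uM in the protein solution; 300mM KCl, 50mM Tris-HCl, 1mM EDTA, 1mM DTT, pH 7.5) received compound, then a probe mix of 5 nM fluorescein-DNA and 100nM Texas-615-DNA. Fluorescence polarization was read for both dyes.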
TRHR ag = TRH receptor (human) agonism | P34981 | TRHR cells, calcium flux fluo-8, FDSS agonist mode | activation, % at 2 µM | 360,000 tested, 0.18% active | AID 493084; in the data active means activation above about 30%; further: 0% is about no effect
Target sequence (P34981 whole entry, looked up): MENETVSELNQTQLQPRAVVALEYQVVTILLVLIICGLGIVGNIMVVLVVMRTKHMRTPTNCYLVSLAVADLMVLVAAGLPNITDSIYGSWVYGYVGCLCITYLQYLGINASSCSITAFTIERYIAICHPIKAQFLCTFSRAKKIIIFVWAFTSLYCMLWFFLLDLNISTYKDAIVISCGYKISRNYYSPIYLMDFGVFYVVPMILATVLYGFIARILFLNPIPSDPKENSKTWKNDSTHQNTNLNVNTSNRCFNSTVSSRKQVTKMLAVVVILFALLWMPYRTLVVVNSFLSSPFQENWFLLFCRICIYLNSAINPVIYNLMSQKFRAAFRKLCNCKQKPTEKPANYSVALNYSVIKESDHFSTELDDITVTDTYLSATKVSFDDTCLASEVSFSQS
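TRHR-expressing cells loaded with fluo-8 calcium dye; 23 nL library compound pin-transferred, kinetic FDSS fluorescence (Ex 480/Em 530) recorded about 180 s for agonist-induced calcium release, before a 10 nM TRH EC20 addition for potentiator mode.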
POLB inh = inhibitors of human DNA polymerase beta; P06746; AID 485314; Potency, µM (highest dose often 114 µM), for the others: top-dose activity change, negative = inhibition, actives largely listed as inhibitors; Pol beta primer extension/strand displacement, fluorescence kinetic; 340,000 tested, 1.3% active; further: potency means the concentration at half of the fitted maximal effect; on the % scale 0 is the no-effect control and ±100 the full control effect
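Reaction started by 50 nM substrate onto compound-treated Pol beta (10 nM, 15 min preincubation, room temperature); plates read at 0 min and 10 min. Normalized concentration-effect data fitted by four-parameter Hill equation.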
APE1 inh = blocks human APE1 abasic DNA cleavage; P27695; recombinant APE1, TAMRA/BHQ-2 abasic DNA cleavage fluorescence; Potency, µM (top dose mostly 65.8 µM), inactives show at the top dose activity change, negative = inhibition, usual class: inhibitors; 350,000 tested, 0.35% active; AID 2517;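 further: potency means the concentration at half of the fitted maximal effect; plate controls were vehicle for no effect and reference inhibitor for full effect; nearly all actives have a fitted effect of over 55% in size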
Target sequence (P27695 whole entry, looked up): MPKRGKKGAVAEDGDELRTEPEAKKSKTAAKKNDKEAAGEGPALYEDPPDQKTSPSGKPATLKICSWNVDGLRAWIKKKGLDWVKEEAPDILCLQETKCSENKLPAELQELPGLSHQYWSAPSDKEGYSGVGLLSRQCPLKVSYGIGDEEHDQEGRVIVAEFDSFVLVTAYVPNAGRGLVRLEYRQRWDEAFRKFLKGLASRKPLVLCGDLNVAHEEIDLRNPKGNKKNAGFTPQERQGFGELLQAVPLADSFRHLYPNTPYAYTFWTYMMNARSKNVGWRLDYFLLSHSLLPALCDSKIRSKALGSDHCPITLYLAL
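Quantitative HTS: incision of a TAMRA/BHQ-2 double-stranded substrate bearing a tetrahydrofuran abasic site by 0.75 nM APE1 raises fluorescence. Substrate 50 nM final, added after 15 min compound preincubation at room temperature; progress as third-minus-first kinetic read difference.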
POLI inh = DNA polymerase iota (human) inhibition; Q9UNA4; Pol iota fluorescent replication assay, 10 min; Potency, µM (doses to about 115 µM), for inactives: top-dose activity, negative = inhibition, actives largely listed as inhibitors; 390,000 tested, 1% active; AID 588590; further: potency means the concentration at half of the fitted maximal effect
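Fluorescent replication assay read twice, at 0 min and 10 min after adding 50 nM (final) substrate. Enzyme (10 nM) and compounds were first incubated 15 min at room temperature; enzyme-free buffer wells were negative controls.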
Pol kappa inh = DNA polymerase kappa (human) inhibition; purified Pol kappa, fluorescent DNA synthesis assay, 10 min; Potency, µM (doses to about 107 µM), for the others: top-dose activity, negative = inhibition, hits mostly inhibitors; 400,000 tested, 0.53% active; Q9UBT6; further: potency means the concentration at half of the fitted maximal effect; on the % scale 0 is the no-effect control and ±100 the full control effect
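10 nM Pol kappa was preincubated with compounds for 15 min at room temperature. Reaction started with 50 nM (final) substrate. Fluorescence read kinetically at 0 and 10 min.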
BLM helicase inh = blocks DNA unwinding by human BLM helicase; 350,000 tested, 0.2% active; recombinant BLM DNA unwinding, fluorescence dequenching; AID 2528; Potency, µM (highest dose often 56.1 µM), without a hit: at the highest dose activity change, negative = inhibition, actives largely listed as inhibitors; P54132;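 further: potency means the concentration at half of the fitted maximal effect; plate controls were vehicle for no effect and no enzyme for full effect; nearly all actives have a fitted effect of over 35% in size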
Anesthetic bind = binds horse apoferritin like a general anesthetic | apoferritin/1-aminoanthracene competitive binding, fluorescence | Potency, µM (series often up to 77.5 µM), inactives show at the top dose activity change, negative = displacement, hits mostly inhibitors | 350,000 tested, 0.074% active; further: potency means the concentration at half of the fitted maximal effect; on the % scale 0 is the no-effect control and ±100 the full control effect; nearly all actives have a fitted effect of over 20% in size
Target sequence (P02791 2-175 limits assumed): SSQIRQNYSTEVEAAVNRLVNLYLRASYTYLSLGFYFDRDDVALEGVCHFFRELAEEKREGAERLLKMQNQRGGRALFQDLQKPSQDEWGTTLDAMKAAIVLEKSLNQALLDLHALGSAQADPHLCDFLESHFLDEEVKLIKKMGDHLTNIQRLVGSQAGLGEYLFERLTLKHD
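Concentration-response curves derived by four-parameter Hill fitting of normalized fluorescence, where compounds displaced 1-AMA from 10 uM horse apoferritin following a brief 10 min room-temperature incubation; propofol titration acted as positive control.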
ALOX12 inh = ALOX12 (human) lipoxygenase inhibition; P18054; purified 12hLO, xylenol orange hydroperoxide absorbance; Potency, µM (titrated, usually from 108 µM), for inactives: at the top dose activity change, negative = inhibition, actives largely listed as inhibitors; 580,000 tested, 1.1% active; AID 1671190; further: potency means the concentration at half of the fitted maximal effect; on the % scale 0 is the no-effect control and ±100 the full control effect
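Hydroperoxide product was detected by ferrous iron/xylenol orange as the 573 to 405 nm absorbance ratio. Arachidonic acid at 40 uM (final) was turned over for 30 min at room temperature by 150 nM human 12hLO, pH 7.0 Hepes buffer, after 15 min compound preincubation.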
The depositor's hits bear a star; ? = inconclusive; . = no result given; [ ] = dose if it differs, or a comment. Unless noted, the call rests on the fitted dose curve; in most records, active means well fitted curve in the direction sought with a large enough effect; inconclusive means small, poorly fitted or top-dose-only effect, or another doubt; inactive means no such curve, though single readings can be large; an effect the other way counts as inactive or inconclusive.

SMILES	ERG-DNA inh	TRHR ag	POLB inh	APE1 inh	POLI inh	Pol kappa inh	BLM helicase inh	Anesthetic bind	ALOX12 inh
CCCCOc1ccc(C(=O)OCC(=O)Nc2cc(C)c(C)cc2[N+](=O)[O-])cc1	0%	0.0	18%	?	-25%	2%	-5%	10%	-4%
Cn1ncc2c(Nc3cc(C(F)(F)F)ccc3Cl)ncnc21	6%	-0.9	45%	.	4%	-5%[60.1 µM]	-5%	-11%	-5%
CCOC(=O)c1sc2nccc(OC)c2c1N=CN(C)C	-6%	-0.3	31%	3%	88%[activator]	7%	0%	-4%	-5%
CC(=O)Cn1nnc(-c2ccc(C(F)(F)F)cc2)n1	-2%	-0.4	-22%	-2%	37%[activator]	7%	-2%	-1%	239%[activator]
CCNC(=O)COC(=O)c1cc(C)nc2ccccc12	1%	0.4	34%	-1%	72%[activator]	-12%	-3%	-3%	-17%
CCOc1ccc(N(CC(=O)NC2CCCC2)S(=O)(=O)c2ccccc2)cc1	14%	-1.1	22%	-1%	43%[activator]	-8%	-1%	-5%	-4%
C[C@H](NC(=O)[C@@H](Cc1c[nH]c2ccccc12)NC(=O)[C@@H](N)Cc1cnc[nH]1)C(=O)N[C@@H](Cc1c[nH]c2ccccc12)C(=O)N[C@H](Cc1ccccc1)C(=O)N[C@@H](CCCCN)C(N)=O	.	.	.	0%	.	15%[60.1 µM]	-3%	-12%	.
O=C(O)C1CC=CCC1C(=O)Nc1ccc2c(c1)CCC2 (centres undefined)	0%	0.0	50%	4%	2%	-2%	-12%	-16%	-1%
CCn1c(CNC(=O)c2ccco2)nnc1SCC(=O)Nc1ccccc1Cl	7%	-0.2	-10%	42%	18%	0%	-2%	2%	9%
CN1CCN(C(=O)CCN2C(=O)c3ccccc3S2(=O)=O)CC1	0%	-0.3	.	-1%	16%	-5%	.	.	?
CC(C)CN(Cc1cc(=O)oc2cc(-c3ccccc3)c(O)cc12)CC(C)C	21%	0.7	-28%	?	-1%	-19%	-6%	-1%	-5%
CCOC(=O)C1=C(O)/C(=C/c2cccc(OC)c2O)N=C1C	7%	1.2	29%	18%	22%	-1%	-7%	-12%	-9%
CCOc1ccc(/C=N/n2nnnc2N)cc1O	2%	-1.1	46%	4%	57%[activator]	-7%	25%	-1%	11%
CCOCCn1cnc2sc(C(=O)NCCCN3CCOCC3)c(C)c2c1=O	-15%	0.7	16%	61%[activator]	20%	-13%	-1%	-2%	4%
CC1CCC(NC(=O)C2(C)Cc3ccccc3C(=O)N2Cc2ccccc2Cl)CC1 (centres undefined)	-1%	0.2	7%	.	9%	-4%	-9%	6%	?
Cc1ccccc1CN1C(=O)c2ccccc2S(=O)c2ccc(C(=O)NC3CCC(C)CC3)cc21 (centres undefined)	-15%	0.3	1%	.	5%	-10%[60.1 µM]	-5%	-4%	?
COc1ccc(-c2nc3ccccc3c(=O)n2NC(=O)Cc2ccccc2)cc1	-11%	0.2	2%	20%	18%	-2%	0%	7%	-15%
CCOC(=O)c1cc2c(=O)n3ccccc3nc2n(CCCOC)c1=NC(=O)C(C)(C)C	2%	-0.5	45%	0%	-1%	3%	1%	649%[activator]	?
O=c1oc2ccccc2c2c1C(O)CO2 (centres undefined)	-9%	1.0	0%	45%	-15%	5%	-1%	12%	59%[activator]
COC(=O)N1CCC2(CC1)CCN(C(c1ccccc1)c1ccccc1)CC2	.	.	.	6%	.	-6%[60.1 µM]	-6%	.	-2%[57.4 µM]
CCCn1c(=N)n(CC(=O)c2cccs2)c2ccccc21	4%	0.3	-2%	1%	-20%	-3%	2%	-4%	16%
COc1ccc(CN2CC(C(=O)NCCCN3CCN(C)CC3)CC2=O)cc1 (centres undefined)	5%	0.4	25%	-3%	0%	-14%	-3%	-8%	0%
COc1ccc(NC(=O)NNc2cc(N3CCOCC3)nc(N3CCOCC3)n2)cc1	-11%	-0.3	-9%	-4%	-5%	-13%	-9%	-12%	5%
CCCCSc1cc(C)nc(N)n1	5%	-0.6	26%	-9%	97%[activator]	3%	1%	-12%	1%
O=c1[nH]cc(N=Cc2cc([N+](=O)[O-])ccc2O)c(=O)[nH]1	.	0.8	19%	3%	.	.	-7%	-8%	.
SMILES	ERG-DNA inh	TRHR ag	POLB inh	APE1 inh	POLI inh	Pol kappa inh	BLM helicase inh	Anesthetic bind	ALOX12 inh
CCC(NC(=O)c1cc(COc2ccc(Cl)cc2OC)on1)c1ccncc1 (centres undefined)	0%	0.2	?	-8%	21%	-11%	-1%	?	444%[activator]
COc1ccc(C2C(C#N)=C(N)SC(N)=C2C#N)cc1OC	1%	4.5	-4%	5%	25%	-23%	-4%	6%	?
Cc1cc(C)c(NC(=O)Cn2c(=O)oc3cc(S(=O)(=O)N4CCCCCC4)ccc32)c(C)c1	-4%	-0.8	2%	.	10%	-3%	-4%	66%[activator]	?
OC(CCN1CC2CCC(CC2)C1)(Cc1ccccc1)c1ccco1 (centres undefined)	-5%	.	.	.	73%[activator]	-11%	.	.	2.5µM*
Cc1nc(SCC(=O)OCc2ccccc2)c(C#N)c(-c2ccccc2)c1C(=O)Nc1ccccc1	0%	0.6	?	-6%	16%	-9%	-8%	-10%	6%
Cc1ccc(CN2C(=O)S/C(=C\c3ccccc3OCC(=O)O)C2=O)cc1	7%	-1.4	-9%	-1%	1%	-6%	-5%	-6%	-8%
Cc1ccccc1NC(=O)COC(=O)c1cc(=O)c2ccccc2o1	.	0.6	24%	0%	.	.	-6%	-7%	.
CN(C(=O)C1CCCO1)c1nnc(-c2ccccn2)s1 (centres undefined)	4%	-0.5	19%	1%	7%	-13%	-4%	-8%	0%
Cc1ccc(C(=O)c2cn(CC(=O)NCc3ccccc3)c3nc(C)ccc3c2=O)cc1	1%	-0.2	35%	.	15%	5%	-4%	-1%	-7%
CCN1C(=O)C2(/C(=C(\O)c3ccc4c(c3)OCCO4)C(=O)C(=O)N2CCCOC)c2ccccc21 (centres undefined)	-2%	0.1	3%	-1%	4%	-14%	0%	-20%	0%
CC(=O)Nc1ccc(S(=O)(=O)NCC2CCC(C(=O)N3CC(C)CC(C)C3)CC2)cc1 (centres undefined)	2%	0.1	5%	2%	159%[activator]	-2%	-3%	-3%	3%
COc1cccc(CNC(=O)c2ccc3c(c2)sc2nc(-c4cccc(OC)c4)cn23)c1	5%	0.0	24%	.	1%	-4%	1%	0%	?
O=C(COC(=O)c1ncc(Cl)c(Cl)c1Cl)c1ccc(Cl)s1	-1%	0.1	8%	12%	132%[activator]	-12%	-6%	-2%	?
Cc1cc(C(C)(C)C)c(O)c(C)c1CC1=NCCN1	?	1.2	2%	-3%	5%	?	-3%	-19%	13%
COc1ccc(CCNC(=O)c2cc3c(=O)n4cccc(C)c4nc3n2C)cc1	-3%	-0.4	-7%	.	11%	-2%	-3%	0%	?
COc1ccc(N2CCN(C(=O)CCn3nc(C)c(S(=O)(=O)N4CCCC4)c3C)CC2)cc1	3%	-1.4	-16%	.	-19%	2%[60.1 µM]	0%	109%[activator]	-19%
CCCCc1c(O)nc(SCC(=O)N2CCOCC2)n(-c2ccccc2C)c1=O	-11%	0.0	-1%	-5%	-7%	3%	2%	-9%	-13%
CC(C(=O)Nc1c2c(cc3c1CCC3)CCC2)N1CCCC1 (centres undefined)	0%	1.0	-3%	5%	16%	-6%	-8%	0%	-8%
COc1ccc(NC(=O)c2cnc(C)cn2)cc1-n1cnnn1	1%	1.1	-23%	0%	23%	-2%	-2%	16%	0%
CCCCN1CN(Cc2ccco2)CNC1=S	7%	0.1	1%	6%	133%[activator]	-10%	-1%	-10%	6%
COC(C(=O)NC(C(C)C)C(C)C)c1ccccc1 (centres undefined)	-8%	-0.1	17%	8%	25%	-2%	4%	-10%	12%
COc1ccc2c(c1)OC/C(=C\c1ccc(OC)c(O)c1)C2=O	.	.	.	?	.	?	-12%	-15%	.
COc1ccc(OC)c(/C=N/NC(=O)c2cc(-c3ccc(C)o3)nc3ccccc23)c1	10%	0.3	-2%	11%	?	2%	-3%	-5%	?
CC(=O)Nc1ccc(NC(=O)Cn2cc3c(n2)CCC(C)C3)cc1 (centres undefined)	.	0.1	27%	24%	.	.	6%	-9%	2%
CC(=O)N1CCc2cc(S(=O)(=O)NC(C(=O)Nc3ccc4c(c3)OCCO4)C(C)C)ccc21 (centres undefined)	1%	0.3	-15%	-1%	-24%	-20%	-5%	8%	1%
COCCCN1C(=O)c2ccc(C(=O)O)cc2C1=O	-3%	0.0	-9%	0%	0%	4%	-3%	-4%	?
CC(C)(C)n1nnnc1C(c1cccnc1)N1CCN(c2ccccn2)CC1 (centres undefined)	10%	1.5	1%	2%	24%	15%	0%	-14%	0%
CCc1ccc(C(=O)COC(=O)c2cccnc2Cl)cc1	16%	-0.3	-13%	-4%	32%[activator]	0%	-2%	?	15%

One compound at a time (already shown). Order of values: ERG-DNA inh	TRHR ag	POLB inh	APE1 inh	POLI inh	Pol kappa inh	BLM helicase inh	Anesthetic bind	ALOX12 inh
COc1ccc(CCNC(=O)c2cc3c(=O)n4cccc(C)c4nc3n2C)cc1 in the list: -3%	-0.4	-7%	.	11%	-2%	-3%	0%	?
OC(CCN1CC2CCC(CC2)C1)(Cc1ccccc1)c1ccco1 (centres undefined) in the list: -5%	.	.	.	73%[activator]	-11%	.	.	2.5µM*
COc1cccc(CNC(=O)c2ccc3c(c2)sc2nc(-c4cccc(OC)c4)cn23)c1 in the list: 5%	0.0	24%	.	1%	-4%	1%	0%	?
O=C(COC(=O)c1ncc(Cl)c(Cl)c1Cl)c1ccc(Cl)s1 in the list: -1%	0.1	8%	12%	132%[activator]	-12%	-6%	-2%	?

This is a subset; the hit share may differ from the screen's.
